mouse EphA4 binding: EphA4 ligand-binding antagonists – biochemical, colorimetric, mouse EphA4, primary screen (AID 689); EphA4-AP binding to KYL peptide, pNPP A405; higher % means a stronger effect; one-dose inhibition, % at 10 µM; IC50 in µM for titrated hits; hit rate 0.1% among 62,000; in the data active = a potency from the dose series; inactive = the rest, 99 in 100 with inhibition below about 22%
Numbers without * were called inactive; & = joins results of further samples. Only part of the results is shown. The share of hits here may be higher or lower than overall.

The first 2 compounds (preview)
No.	SMILES	mouse EphA4 binding
1	Cc1c(NC(=S)NC(=O)C(c2ccccc2)c2ccccc2)cccc1C(=O)O	-12.2%
2	COc1ccc(CCNC(=O)CCn2cccc2)cc1OC	-6.8%

The whole of this part, repeating the preview:
No.	SMILES	mouse EphA4 binding
1	Cc1c(NC(=S)NC(=O)C(c2ccccc2)c2ccccc2)cccc1C(=O)O	-12.2%
2	COc1ccc(CCNC(=O)CCn2cccc2)cc1OC	-6.8%
3	COc1ccc(/C=C/C(=O)c2c(C)nc3ccccn23)cc1	-4.7%
4	CCOc1ccc(NC(=O)c2ccc(S(=O)(=O)N3CCOCC3)cc2)cc1	0.7%
5	O=C(CSc1nnc(-c2cccnc2)n1Cc1ccco1)c1ccc(Br)cc1	11.0%
6	Cc1ccc(Cc2cnc(NC(=O)C3CCCO3)s2)cc1 (stereo not drawn)	6.9%&-12.5%
7	CCOC(=O)Nc1ccc2c(c1)N(C(=O)C(C)N1CCCC1)c1ccccc1CC2 (stereo not drawn)	1.6%
8	Cn1c(NC(=O)c2ccc3c(c2)OCO3)cc(=O)n(C)c1=O	9.5%
9	COc1ccc(-n2c3c(cc(C(=O)NC4CCSC4=O)c2=O)C(=O)CC(C)(C)C3)cc1 (stereo not drawn)	-0.2%
10	O=C(/C=C/c1ccc(-c2ccccc2)o1)c1ccc(F)cc1	22.4%
11	CCC(=O)N[C@@H]1CC(C(C)(C)NC(=O)CC)CC=C1C (stereo partly drawn)	-4.6%
12	CCOc1ccc(C(=O)NC2CCN(C(=O)NCc3ccccc3)CC2)cc1	-4.4%
13	CCOC(=O)c1ccc(NCc2ccc3c(c2)OCO3)cc1	-6.6%
14	O=S(=O)(c1ccc(Cl)cc1)N1CCCC1c1nc2ccccc2s1 (stereo not drawn)	-3.7%
15	Nc1cc(=O)nc(SCC(=O)N(C2CCCCC2)C2CCCCC2)n1-c1ccccc1	1.3%
16	COc1ccc(S(=O)(=O)Nc2cccc(Cl)c2)cc1OC	-0.5%
17	CCCCn1c(=N)n(CC(O)COc2ccccc2)c2ccccc21 (stereo not drawn)	-0.2%
18	Cc1ccc(/C=C/C(=O)NC(=S)Nc2ccccc2C(=O)NC2CCCCC2)cc1	-9.2%
19	COc1ccc(C(F)(F)F)cc1N/C=C\c1nnnn1-c1ccccc1	-14.9%
20	CCOC(=O)N1CCC(N(CCCOC)C(=O)Nc2cccc(OC)c2)CC1	-4.6%

Sorted by SMILES length (largest number first): some entries from above.
No.	SMILES	mouse EphA4 binding
18	Cc1ccc(/C=C/C(=O)NC(=S)Nc2ccccc2C(=O)NC2CCCCC2)cc1	-9.2%
5	O=C(CSc1nnc(-c2cccnc2)n1Cc1ccco1)c1ccc(Br)cc1	11.0%
20	CCOC(=O)N1CCC(N(CCCOC)C(=O)Nc2cccc(OC)c2)CC1	-4.6%
17	CCCCn1c(=N)n(CC(O)COc2ccccc2)c2ccccc21 (stereo not drawn)	-0.2%

Other structures follow.
No.	SMILES	mouse EphA4 binding
21	COc1ccc(CCn2nnnc2C(C(C)C)N2CCN(c3ncccn3)CC2)cc1OC (stereo not drawn)	3.6%
22	COc1ccc(OC)c(-n2c(SC)nnc2-c2c[nH]c3ccccc23)c1	-6.2%
23	COC(=O)CSC1=C(C#N)C(c2ccc(F)cc2)CC(=O)N1 (stereo not drawn)	1.8%
24	CC1=NN(c2ccccc2)C(=O)/C1=C/c1cccc(OC2CSC2)c1	-5.6%
25	CCCCn1c(=O)n(CC(=O)Nc2c(CC)cccc2CC)c(=O)c2c1nc(CO)n2CCC	-4.8%
26	CN(CC(=O)NCc1ccc(Cl)cc1)S(=O)(=O)c1cccc2nsnc12	0.8%
27	S=C(NCc1ccccn1)Nc1ccc(Cl)c(Cl)c1	-1.8%
28	COc1cc(C(=O)Nc2ccc3c(c2)OCCO3)ccc1OC(F)F	-0.2%
29	CCCCN(C)CCNS(=O)(=O)c1ccc2c(c1)n(C)c(=O)c(=O)n2C	3.2%
30	CC(C)C(=O)c1cc2c(cc1NC(=O)c1cccs1)OCCO2	-6.5%
31	COc1ccc(N2C(=O)NC(=O)C(=Cc3ccccc3OCC(=O)O)C2=O)cc1	-14.9%
32	CN(C)c1ccc(/C=C2\NC(=S)N(Cc3ccccc3)C2=O)cc1	10.6%
33	Cn1cc(C(=O)N2CCN(c3ccccn3)CC2)c(=O)c2cc(S(=O)(=O)N3CCOCC3)ccc21	-2.1%
34	CC1(C)CC(=O)C=C(Nc2ccc(F)cc2F)C1	-4.6%
35	CCOC(=O)N1CCN(C(=O)CNS(=O)(=O)c2cccs2)CC1	-9.9%
36	Cc1ccccc1NC(=O)CCc1ccccc1	-3.5%
37	O=C(NCCc1ccc(Cl)cc1)Nc1ccc(Br)cc1	4.1%
38	COc1ccc(N(CC(=O)NC(C)(C)C)S(=O)(=O)c2ccccc2)cc1OC	-49.1%
39	CCC(CC)C(=O)Nc1cccc(/C(C)=N\NC(=O)c2ccc(C)s2)c1	-0.3%
40	O=C(c1ccco1)N1CCN(CCOCCOc2cccc3ccccc23)CC1	4.8%

New compounds follow.
No.	SMILES	mouse EphA4 binding
41	CCOC(=O)Cn1c(=O)oc2cc(S(=O)(=O)N3CCc4ccccc43)ccc21	0.5%
42	Cc1c(C(=O)OC(C)C)sc(NC(=O)c2cc(Cl)ccc2Cl)c1C(=O)OC(C)C	3.0%
43	Cc1onc(-c2ccccc2Cl)c1C(=O)Nc1c(C)n(C)n(-c2ccccc2)c1=O	15.9%
44	Cc1ccc(Cn2ncc3c(N4CCOCC4)ncnc32)cc1	-7.3%
45	COC1Cc2ccccc2N(C(=O)N2CCN(CCO)CC2)c2ccccc21 (stereo not drawn)	1.6%
46	O=C(CN(C(=O)c1ccc2c(c1)OCCO2)c1ccccc1)NCC1CCCO1 (stereo not drawn)	12.8%
47	COc1cccc(OC)c1C(=O)Nc1ccc2c(c1)OCCO2	-7.0%
48	COc1ccc(Nc2nc(NCc3ccco3)nc(N/N=C/c3ccccc3)n2)cc1	-1.2%
49	CCN1CCC(C(=O)NC2CCCC2)(N(Cc2cccs2)C(=O)Cn2nnc3ccccc32)CC1	7.9%
50	COc1ccc(-c2nc3cc(NC(=O)c4ccc5c(c4)OCO5)ccc3o2)cc1	3.1%
51	Cc1ccccc1C(=O)Nc1ccc2nc3n(c(=O)c2c1)CCC3	-14.1%
52	Cc1ccc(S(=O)(=O)C(CC(=O)c2ccccc2)c2cccs2)cc1 (stereo not drawn)	-5.0%
53	CSCC[C@H](NC(=O)NCCC1=CCCCC1)C(=O)O	20.0%
54	Cc1ccc(N2CC(C(=O)NC3=NCCS3)CC2=O)cc1 (stereo not drawn)	-4.8%
55	CCc1nnc(NC(=O)CN2CCC(O)(c3ccccc3OC)CC2)s1	-5.9%
56	NS(=O)(=O)c1ccc(CNC(=O)c2ccccc2Br)cc1	9.5%
57	O=C(CSCc1ccc(F)cc1)Nc1ccccc1	12.0%
58	O=C(Cn1c(-c2ccco2)nc2ccccc21)N1CCCCC1	-2.1%
59	CNC(=O)NCC12CC3CC(CC(C3)C1)C2	-11.0%
60	COc1ccc(NC(=O)N(CCO)Cc2cc3c(C)cc(C)cc3[nH]c2=O)cc1	-17.4%

More structures follow.
No.	SMILES	mouse EphA4 binding
61	COCCNC(=O)CN(c1ccc(C)cc1)S(=O)(=O)c1ccc(SC)cc1	5.8%
62	COCCN(CCOC)C(=O)c1c[nH]c2ccc(S(=O)(=O)N(C)c3ccc(F)cc3)cc2c1=O	4.0%
63	NC(=O)N1c2ccccc2CC(=O)c2ccccc21	-4.4%
64	CCOC(=O)CNC(=O)CSc1ncnc2c1cnn2-c1ccc(Cl)cc1	1.6%
65	CCNc1nc(OCCNC(C)=O)nc(N(C)C)n1	-7.7%
66	COC(CNC(=O)c1cc(C)nn1-c1ccccc1)OC	1.6%
67	c1ccc(Cc2nc3ccccc3o2)cc1	-3.9%
68	O=C(COc1ccccc1[N+](=O)[O-])Nc1ccc2oc(-c3ccccc3Br)nc2c1	3.7%
69	Cc1cc(C)c(NC(=O)C2CCCCN2C)c(C)c1 (stereo not drawn)	2.4%
70	CNS(=O)(=O)c1cccc(C(=O)NCC(c2cccs2)N(C)C)c1 (stereo not drawn)	-11.4%
71	CCCCn1nnnc1NCc1ccc(OC)c(OC)c1OC	1.8%
72	COc1ccc(C(=O)N2CCN=C2SCc2cccnc2)cc1OC	-0.7%
73	O=C(CCc1ccccc1)Nc1ccc(NC(=O)C2CC2)nc1	3.5%
74	CCOC(=O)C(=O)C1C(=O)C(=O)C(C)C1=O (stereo not drawn)	-5.7%
75	O=S(=O)(NC1=NCCC1)c1ccc(F)cc1	-25.1%
76	Cc1cc(C)nc(SCC(=O)OCC(=O)Nc2ccc(S(N)(=O)=O)cc2)n1	-1.4%
77	Cc1ccccc1N1C(=O)C(Cl)=C(N2CCN(c3ccccc3)CC2)C1=O	-3.9%
78	Cc1[nH]c2ccccc2c1NC(=O)CN1CCN(Cc2ccc3c(c2)OCO3)CC1	1.1%
79	CCOC(=O)c1c(NC(=O)CSc2nnc(-c3cccc(C)c3)n2CC)sc(C(C)=O)c1C	6.3%
80	O=C1C(=O)N(c2ccc(Cl)cc2)C(=O)N1Cc1ccccc1	-6.0%

The results go on:
No.	SMILES	mouse EphA4 binding
81	CC(C(=O)N(C)C)N(C#N)c1nc(N(C)C)nc(N(C)C)n1 (stereo not drawn)	1.5%
82	O=c1c(-c2nnc(SCc3ccc(Cl)cc3)o2)cccn1Cc1ccccc1	-10.8%
83	COCCOC(=O)c1c(C)oc2c1cc(NS(=O)(=O)c1ccc(F)cc1)c1ccccc12	-2.7%
84	CN(C)S(=O)(=O)c1ccc2c(c1)c(=O)c(C(=O)N1CCN(c3ccccn3)CC1)cn2C	-13.2%
85	Cc1nc(NC(=O)CCC(=O)O)sc1C(=O)N(C)C	-11.9%
86	COC(=O)c1[nH]c2ccc(Br)cc2c1NC(=O)CN1CCCc2ccccc21	-8.2%
87	O=C(NCc1ccccn1)c1cn(Cc2ccccc2)nn1	6.5%
88	O=C(c1cccs1)N(CCO)Cc1cc2cc3c(cc2[nH]c1=O)OCCO3	-15.6%
89	Cc1csc(SCC(=O)NC23CC4CC(CC(C4)C2)C3)n1	-4.3%
90	O=C(Nc1cccc2ncccc12)c1cc2ccccc2o1	-6.5%
91	COc1ccc(C(=O)COC(=O)c2ccc(NC(C)=O)cc2)cc1[N+](=O)[O-]	-8.2%
92	COc1ccc(CC(NC(C)=O)C(=O)NC2CCN(C(=O)NCc3ccccc3)CC2)cc1OC (stereo not drawn)	-19.7%
93	Cc1ccc(NC(=O)CN(C)C(=O)CSc2n[nH]c(N)n2)cc1	-8.3%
94	CCCCCNCc1cccc(Br)c1	-2.9%
95	CCc1ccc(NS(=O)(=O)c2ccc3[nH]cc(C(=O)N(C)Cc4ccco4)c(=O)c3c2)cc1	-0.5%
96	C=CCNC(=O)C1CCCN(S(C)(=O)=O)C1 (stereo not drawn)	-8.1%
97	CC1CCCN(C(=O)CN2C(=O)c3ccccc3C2=O)C1 (stereo not drawn)	-3.5%
98	Cn1cccc1Cc1nnc(SCC(=O)NC2CCCCC2)n1-c1ccc(F)cc1	-4.5%
99	Cc1cccc(OCC2=NS(=O)(=O)c3ccccc3N2)c1	-12.1%
100	CCOC(=O)c1c(C)[nH]c(C(=O)NNC(=O)c2ccccc2)c1C	-8.6%

Continuation.
No.	SMILES	mouse EphA4 binding
101	COc1ccccc1NC(=O)CSc1nnc(C)n1CCc1ccccc1	1.0%
102	CCOC(=O)c1nnn(-c2nonc2N)c1COc1c(C=O)cccc1OC	-2.6%
103	Cc1c(NC(=O)OCCNC(=O)COc2c(Cl)cccc2Cl)sc(=S)n1C	-9.0%
104	COc1ccc(C2N(c3ccc(Cl)cc3)C(=O)C3CCCN32)cc1 (stereo not drawn)	0.7%
105	CCc1ccc2oc(=O)cc(CN3CCN(c4ccc(F)cc4)CC3)c2c1	2.5%
106	O=C(NCc1ccncc1)Nc1ccccc1	-3.7%
107	COCCNC(=O)c1ccc2c(c1)nc(C)n2-c1cc(OC)c(OC)c(OC)c1	-19.8%
108	COc1cccc(NC(=O)CN2C(=O)C3(OCCCO3)c3ccccc32)c1	-2.6%
109	O=C(O)/C=C/C(=O)NNC(=O)c1ccccc1Br	-1.1%
110	C[N+]1(CCN2C(=O)C3CC=C(Cl)CC3C2=O)CCOCC1 (stereo not drawn)	16.9%
111	N#Cc1c(NC(=O)CCN2C(=O)c3ccccc3C2=O)oc(-c2ccccc2)c1-c1ccccc1	1.1%
112	COc1cccc(NC(=O)/C(=C/c2ccc(C)o2)NC(=O)c2ccccc2)c1	3.3%
113	COc1cccc2c1OC1(C)CC2/C(=C(\C)O)C(=O)N1 (stereo not drawn)	-3.1%
114	COc1ccc(CCN2C(=O)c3[nH]nc(-c4ccccc4O)c3C2c2cccc(Cl)c2)cc1 (stereo not drawn)	-16.3%
115	CC(=O)N(CCC(Cc1ccccc1)c1ccc2c(c1)OCO2)Cc1ccccc1F (stereo not drawn)	-4.2%
116	COC(=O)[C@H](CCSC)NC(=O)NCc1ccccn1	-11.6%
117	O=C(OCN1C(=O)c2ccccc2C1=O)c1cccs1	-9.0%
118	O=C(O)c1ccccc1NCc1ccncc1	-11.2%
119	CCOC(=O)N1CCC(n2c(SCC(=O)OCc3ccccc3)nc3ccsc3c2=O)CC1	-11.4%
120	Cc1nc2ccc(S(=O)(=O)NCC(=O)NCCN3CCCCC3C)cc2s1 (stereo not drawn)	0.2%

Three compounds out of the list above, arranged by their value in mouse EphA4 binding, highest first.
No.	SMILES	mouse EphA4 binding
101	COc1ccccc1NC(=O)CSc1nnc(C)n1CCc1ccccc1	1.0%
109	O=C(O)/C=C/C(=O)NNC(=O)c1ccccc1Br	-1.1%
115	CC(=O)N(CCC(Cc1ccccc1)c1ccc2c(c1)OCO2)Cc1ccccc1F (stereo not drawn)	-4.2%

Further records
No.	SMILES	mouse EphA4 binding
121	O=C(C1CC(c2ccc(F)cc2)=NO1)N1CCc2ccccc2C1 (stereo not drawn)	-13.5%
122	Cc1[nH]c2ccc(Br)cc2c(=O)c1CN1CCCCC1	3.1%
123	CCCCSc1nc(C)cc(C)c1S(=O)(=O)c1ccccc1C	-7.1%
124	CCOC(=O)c1c(C(C#N)C#N)cc(C)nc1C	-8.1%
125	CCOCCCNC(=O)c1ccc(Br)cc1	-16.4%
126	CC1(C)N([O-])C(c2cccs2)=C[N+]1=O	2.0%&2.5%
127	Cc1sc2c(=O)n3c(nc2c1C(=O)NC1CCCCC1)CCCCC3	-9.2%

Screening results as filed in PubChem BioAssay.
